# A3A deaminase – APOBEC3A ssDNA deaminase inhibitors, primary screen, selectivity assay for APOBEC3G inhibitor project, biochemical, FAM/TAMRA oligo cleavage fluorescence | DNA dC->dU-editing enzyme APOBEC-3A (Homo sapiens), P31941 | recombinant A3A, FAM/TAMRA ssDNA deamination fluorescence | inhibition, % at 20 µM | actives 0.41% (n = 330,000) | AID 493011, 2011;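 active = at least 40% inhibition at 20 µM here, with at most 30% in a related deaminase screen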;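 note: plate controls were A3A with DMSO for no effect and wells lacking A3A enzyme for full effect; some results filed as inactive read as strong as hits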
# NR3A LBD binder – binders of NR3A ligand-binding domain, primary screen, biophysical, differential scanning fluorimetry, uHTS | NR3A LBD differential scanning fluorimetry, Tm shift; 0% = protein alone, 100% = glycine-bound protein | Tm shift relative to glycine control, % at 25 µM | actives 2.5% (n = 340,000);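 active = melting temperature shift of at least 10% of the positive control shift, at one fixed dose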
# Gli-Sufu antag – Gli-Sufu pathway antagonists, primary screen, luciferase luminescence, Sufu-KO-LIGHT cells, uHTS | actives 0.74% (n = 340,000) | AID 588413, 2011 | Sufu-KO-LIGHT fibroblasts, Gli luciferase reporter luminescence | inhibition, % at 5 µM;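 active = inhibition above about 55%, limit read from the data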;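 note: 0% = DMSO-treated cells and 100% = wells with medium but no cells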
# EBI2 block – EBI2 receptor antagonists, beta-arrestin recruitment, primary screen, cell-based, luminescence, 7a,25-OHC stimulation, uHTS; G-protein coupled receptor 183 (Homo sapiens), P32249; actives 0.81% (n = 360,000); 7a,25-OHC stimulated; inhibition, % at 5 µM; in the data active = inhibition above about 38%;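 note: enzyme fragment complementation signal reports receptor beta-arrestin coupling in cells; 0% = agonist plus DMSO wells and 100% = wells without agonist; some results beyond the cut were filed as inactive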
# APOBEC3G inh – APOBEC3G DNA deaminase inhibitors, primary screen, biochemical, fluorescence, single-stranded DNA substrate, uHTS | actives 0.28% (n = 330,000) | recombinant A3G, ssDNA deamination FAM/TAMRA fluorescence | inhibition, % at 20 µM | DNA dC->dU-editing enzyme APOBEC-3G (Homo sapiens), Q9HC16;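 active = inhibition of at least 40% at 20 µM, with no more than 30% in the related APOBEC3A deaminase screen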;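 note: plate controls were DMSO wells with A3G for no effect and wells lacking A3G enzyme for full effect; some compounds called inactive have numbers as strong as hits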
# Target sequence (Q9HC16 whole entry, looked up): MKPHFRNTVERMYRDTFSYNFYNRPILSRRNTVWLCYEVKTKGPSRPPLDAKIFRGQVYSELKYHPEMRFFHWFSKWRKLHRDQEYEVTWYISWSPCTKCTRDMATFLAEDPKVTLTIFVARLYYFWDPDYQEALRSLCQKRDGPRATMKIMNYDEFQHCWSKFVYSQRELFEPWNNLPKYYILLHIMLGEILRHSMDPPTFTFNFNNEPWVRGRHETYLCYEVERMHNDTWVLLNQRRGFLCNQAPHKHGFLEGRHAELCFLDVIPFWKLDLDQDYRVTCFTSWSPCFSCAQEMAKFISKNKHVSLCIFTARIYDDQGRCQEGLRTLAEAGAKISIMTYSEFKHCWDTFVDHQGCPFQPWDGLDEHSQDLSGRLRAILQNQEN
# MPTP block – mitochondrial permeability transition pore inhibitors, primary screen, biochemical, isolated mouse mitochondria, absorbance | Ca2+ swelling absorbance, 30 min | inhibition, % at 10 µM | actives 1.4% (n = 360,000);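 active = inhibition of 50% or more, scaled per plate between neutral and stimulator controls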;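 note: 0% = DMSO wells given calcium and 100% = 1 mM EGTA wells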
# CCR6 antagonist – CCR6 receptor antagonists, primary screen, cell-based, CHO-K1, luminescence, beta-arrestin, uHTS | inhibition, % at 20 µM | AID 493098, 2011 | actives 0.49% (n = 340,000) | CHO-K1 CCR6 PathHunter beta-arrestin, CCL20-stimulated | C-C chemokine receptor type 6 (Homo sapiens), P51684;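 active = compounds whose inhibition of the agonist-driven luminescence signal at 20 µM reaches about 50%, limit read from the data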;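 note: cells stimulated with CCL20 at 14 nM final; plate controls were DMSO with CCL20 for no effect and DMSO without agonist for full effect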
# Target sequence (P51684 whole entry, looked up): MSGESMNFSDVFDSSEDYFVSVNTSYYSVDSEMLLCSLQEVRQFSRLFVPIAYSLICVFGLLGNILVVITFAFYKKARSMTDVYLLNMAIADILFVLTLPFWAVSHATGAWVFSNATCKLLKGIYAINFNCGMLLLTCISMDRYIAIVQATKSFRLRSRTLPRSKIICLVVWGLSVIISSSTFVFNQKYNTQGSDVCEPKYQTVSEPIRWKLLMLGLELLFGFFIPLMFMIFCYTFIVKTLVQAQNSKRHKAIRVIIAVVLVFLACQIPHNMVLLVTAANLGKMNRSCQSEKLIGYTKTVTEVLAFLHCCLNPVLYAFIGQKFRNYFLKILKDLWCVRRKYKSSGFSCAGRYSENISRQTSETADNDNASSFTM
# CXCR6 block – CXCR6 receptor inhibitors, primary screen, cell-based, beta-arrestin, luminescence, CHO-K1 PathHunter, 1536-well | C-X-C chemokine receptor type 6 (Homo sapiens), O00574 | inhibition, % at 20 µM | actives 0.36% (n = 360,000); in the data active = inhibition above about 34%, passing the limit was not always enough;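 note: antagonist mode with CXCL16 agonist at 10 nM final; 0% = 10 nM CXCL16 with DMSO and 100% = unstimulated wells without agonist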
# Target sequence (O00574 whole entry, looked up): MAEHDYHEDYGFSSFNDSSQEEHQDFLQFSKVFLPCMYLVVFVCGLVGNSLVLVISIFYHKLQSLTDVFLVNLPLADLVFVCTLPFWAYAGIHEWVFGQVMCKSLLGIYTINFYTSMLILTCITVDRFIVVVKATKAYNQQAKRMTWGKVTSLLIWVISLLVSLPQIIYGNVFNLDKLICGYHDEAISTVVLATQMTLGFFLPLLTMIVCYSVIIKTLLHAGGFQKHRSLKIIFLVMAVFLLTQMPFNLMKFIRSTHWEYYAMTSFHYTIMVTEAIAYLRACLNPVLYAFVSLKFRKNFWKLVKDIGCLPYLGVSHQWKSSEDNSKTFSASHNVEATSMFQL
# Starred values were filed as active, the others as inactive; nt = not tested or not shown.
(1) O=C(CSc1nc2ccccc2[nH]1)NC1CCCC1
(2) O=C(N1CCOCC1)N1CCN(S(=O)(=O)N2CCOCC2)CC1
(3) CCN1CCOC(CC(=O)Nc2ccc([N+](=O)[O-])cc2)C1=O (centres undefined)
(4) COc1ccc(NS(=O)(=O)c2cc(N)ccc2N2CCOCC2)cc1
(5) COCCN(CCOC)C(=O)Nc1ccc(Cl)cc1
(6) Cc1ccc(C(=O)Nc2ccc(C(=O)O)cc2)cc1S(=O)(=O)Nc1cccc([N+](=O)[O-])c1
(7) CCC(NC(=S)Nc1ccccc1)C(=O)O (centres undefined)
(8) O=C(N/N=C/c1cccnc1)c1cccc(S(=O)(=O)Nc2cccc(Cl)c2)c1
entry no.,1,2,3,4,5,6,7,8
A3A deaminase,12,-1,-3,-1,-9,-2,-3,4
NR3A LBD binder,-2,0,10,2,0,-4,-3,-5
Gli-Sufu antag,-6,-4,-4,1,-4,-1,5,-8
EBI2 block,5,1,-16,-5,-5,10,-5,-7
APOBEC3G inh,-8,-6,-6,-9,-6,-4,-9,-7
MPTP block,1.1,-0.1,-2.7,0.8,12,1.4,-0.5,1.0
CCR6 antagonist,0,-1,-9,8,-3,10,11,5
CXCR6 block,0,-3,2,0,-12,7,4,-6

(9) Cc1ccc(NC(=O)COc2ccc(C(=O)NCCc3ccccc3)cc2)cc1
(10) Cc1nc(C)n(CCNC(=O)c2ccco2)n1
(11) CC(=O)CCN1C(=O)NC2(CCCc3ccccc32)C1=O (centres undefined)
(12) CSCCC(NC(=O)COc1ccccc1)C(=O)N1CCN(c2ccccc2Cl)CC1 (centres undefined)
(13) O=C(/C=C/c1cccc([N+](=O)[O-])c1)Nn1c(-c2ccccc2F)nc2ccccc2c1=O
(14) O=C(Oc1ccc(/C=N/NC(=O)c2ccccn2)cc1)c1cccc(F)c1
(15) O=C(C[n+]1cccc(Br)c1)c1cccs1
(16) Cc1oc(-c2ccc(Cl)cc2)nc1CS(=O)CC(=O)NCc1ccccn1 (centres undefined)
entry no.,9,10,11,12,13,14,15,16
A3A deaminase,-1,-4,-2,-2,-2,-1,-7,-2
NR3A LBD binder,-3,2,1,2,-7,8,-1,2
Gli-Sufu antag,2,-4,4,3,9,-50,-20,2
EBI2 block,nt,-5,1,22,13,-53,-5,-1
APOBEC3G inh,-6,-7,-6,-5,-6,-2,-7,-1
MPTP block,nt,-0.4,-0.3,-1.6,2.4,0.7,1.0,-1.1
CCR6 antagonist,10,4,-6,15,12,-3,10,-2
CXCR6 block,nt,4,1,2,-2,0,4,-5

# The list goes on (4 carried over from the part before).
(13) O=C(/C=C/c1cccc([N+](=O)[O-])c1)Nn1c(-c2ccccc2F)nc2ccccc2c1=O
(14) O=C(Oc1ccc(/C=N/NC(=O)c2ccccn2)cc1)c1cccc(F)c1
(15) O=C(C[n+]1cccc(Br)c1)c1cccs1
(16) Cc1oc(-c2ccc(Cl)cc2)nc1CS(=O)CC(=O)NCc1ccccn1 (centres undefined)
(17) Cc1ccc(-c2cc(C(=O)NCc3cccnc3)no2)cc1
(18) NC(=S)Nn1c(-c2ccccc2)nc2ccccc2c1=O
(19) CC(=O)Nc1c2c(nn1-c1ccccc1C)CSC2
(20) O=C(O)C1CCCN(S(=O)(=O)c2ccccc2)C1 (centres undefined)
(21) COc1ccc(CCNC(=O)Cn2nnc(-c3ccccc3F)n2)cc1OC
(22) COc1ccnc2c1c(=O)n(Cc1ccccc1Cl)c(=O)n2C
(23) COc1ccc(N2CC(C(=O)N[C@H](C(=O)NC3CCCC3)C(C)C)CC2=O)cc1 (some centres undefined)
(24) CCN(CC)S(=O)(=O)c1ccc2nc(COC(=O)c3n[nH]c4ccccc34)[nH]c2c1
entry no.,13,14,15,16,17,18,19,20,21,22,23,24
A3A deaminase,-2,-1,-7,-2,0,42*,-6,-5,-2,-6,1,1
NR3A LBD binder,-7,8,-1,2,-1,9,3,-2,0,1,-1,4
Gli-Sufu antag,9,-50,-20,2,-35,0,-24,5,-1,21,-5,-12
EBI2 block,13,-53,-5,-1,9,-11,-6,-3,-4,-7,9,18
APOBEC3G inh,-6,-2,-7,-1,-5,-3,-8,-8,-8,-8,2,-4
MPTP block,2.4,0.7,1.0,-1.1,0.3,-2.8,-1.9,-0.3,-0.5,-0.4,1.8,2.7
CCR6 antagonist,12,-3,10,-2,-5,2,3,-10,2,-10,19,7
CXCR6 block,-2,0,4,-5,-6,6,2,1,-7,4,-2,2

(25) CC1=NN(C)C(=O)C1Cc1c(F)cccc1Cl (centres undefined)
(26) O=C(O)c1cc(NS(=O)(=O)c2cccs2)cc(NS(=O)(=O)c2cccs2)c1
(27) Cc1cccc(N(C(=O)c2ccc(CN3CCOCC3)o2)C(C(=O)NC(C)(C)C)c2ccc(F)cc2)c1 (centres undefined)
(28) O=C(Nc1ncccn1)c1cc(-c2cccc(Br)c2)nc2ccccc12
(29) COc1cc(CC(NC(C)=O)C(=O)NC2CCN(C(=O)C3CC3)CC2)cc(OC)c1 (centres undefined)
(30) O=C1OCCN1C(=O)[C@H]1[C@H](c2ccc(F)cc2)C(c2cccc(Cl)c2)=NN1c1ccc(Br)cc1
(31) COc1ccc(C2C(C#N)=C(N)Oc3c2sc2nc(C)cc(C)c32)cc1 (centres undefined)
(32) CCn1c(=NC(=O)CS(=O)(=O)c2ccc(F)cc2)sc2cccc(OC)c21
entry no.,25,26,27,28,29,30,31,32
A3A deaminase,-7,-2,-1,-1,-1,3,-6,0
NR3A LBD binder,-1,1,-2,0,0,25*,-2,-2
Gli-Sufu antag,7,7,9,1,17,-3,-8,48
EBI2 block,-6,5,0,-1,-14,14,13,4
APOBEC3G inh,-10,-10,-2,-2,-8,2,1,-8
MPTP block,1.8,-2.0,0.7,-0.9,0.9,-0.9,5.3,0.1
CCR6 antagonist,8,9,-2,-1,5,-7,43,14
CXCR6 block,4,3,6,5,6,-15,16,-10

(33) CC(/C=N/n1c(-c2ccccc2)n[nH]c1=S)=C\c1ccco1
(34) CCC(=O)N(C)C(c1ccccc1Cl)c1nnnn1-c1c(C)cccc1C (centres undefined)
(35) c1cc(CNCCN2CCNCC2)ccn1
(36) Cc1cccc(CSc2nc3[nH]ncc3c(=O)[nH]2)c1
(37) O=C(CNc1cccc2ccccc12)N/N=C/C=C/c1ccco1
(38) C#CCOc1ccc(/C=C2/C(=O)NN(c3ccccc3)C2=O)cc1OC
(39) Cc1cc(C(=O)OCC(=O)N2c3ccccc3NC(=O)C2(C)C)c(C)n1-c1ccccc1
(40) CCOCCCNC(=S)N1CCC(NC(=O)C2CCCCC2)CC1
entry no.,33,34,35,36,37,38,39,40
A3A deaminase,-2,-1,nt,-2,0,-3,1,1
NR3A LBD binder,0,38*,-1,-19,3,5,-3,0
Gli-Sufu antag,4,10,-3,25,8,-8,11,12
EBI2 block,3,35,-7,-6,6,6,8,1
APOBEC3G inh,36,-7,nt,-4,2,-5,-2,-3
MPTP block,0.0,0.9,1.1,2.4,2.6,4.6,4.4,-0.2
CCR6 antagonist,10,14,1,-2,-16,12,31,8
CXCR6 block,9,0,0,-4,-3,3,5,2

(41) CCc1nnc(N/N=C/c2ccccc2F)n1N
(42) CCOc1ccccc1OCC(=O)OCC(=O)c1c(C)[nH]c2ccccc12
(43) COc1ccc(NC(=O)Cn2nnc(-c3ccc(CN4CCOCC4)cc3)n2)c(OC)c1
(44) O=C(Cc1ccccc1)NNC(=O)c1ccc(NC(=O)c2ccccc2)cc1
(45) Cc1ccc(N(CC(=O)NCCc2ccc(F)cc2)S(=O)(=O)c2ccc(Cl)c([N+](=O)[O-])c2)c(C)c1
(46) Cc1nn(CCCC(=O)NC(C)c2ccccc2)c(=O)c2nn(-c3ccccc3)c(C)c12 (centres undefined)
(47) CCCC(=O)Oc1c(S(=O)(=O)c2ccc(C)cc2)c(C)nn1C(C)(C)C
(48) Cc1oc2nc(SCC(=O)NCc3cccnc3)nc(N)c2c1C
entry no.,41,42,43,44,45,46,47,48
A3A deaminase,2,3,0,4,1,-4,1,-2
NR3A LBD binder,-1,-2,0,0,0,-2,0,1
Gli-Sufu antag,-13,-4,-6,0,17,-3,8,3
EBI2 block,-1,4,-4,7,43,-8,-2,-8
APOBEC3G inh,1,-5,-6,1,0,-2,-5,-4
MPTP block,0.6,-0.6,-1.0,-1.2,68*,-0.7,1.3,-14
CCR6 antagonist,1,3,8,13,-24,11,15,5
CXCR6 block,-5,-14,-6,-17,-15,-2,-4,-2

(49) COc1ccc(OC)c(C2CC(=O)C(C)C(c3cc(OC)ccc3OC)N2)c1 (centres undefined)
(50) CC1Cc2ccccc2N1C(=O)c1ccc2c(c1)nnn2C (centres undefined)
(51) Cc1ccc(S(=O)(=O)N2CCN(C(=O)CN3CCCSc4ccccc43)CC2)cc1
(52) Clc1ccc(OCCSc2nnnn2C2CCCCC2)cc1
(53) C=Cn1c(C(=O)O)ccc1-c1ccc(OC)cc1
(54) CC1=C(C#N)C(Nc2ccc(C)cn2)(C(F)(F)F)C(=O)N1 (centres undefined)
(55) CN(C(=O)c1cccc(NC(=O)Cc2cccc(NC(=O)C3CCN(C(=O)C4CCCCC4)CC3)c2)c1)C1CCC1
(56) O=C(Nc1ccc2c(c1)OCCO2)C(c1ccc(F)cc1)N1CCCCC1 (centres undefined)
entry no.,49,50,51,52,53,54,55,56
A3A deaminase,-13,-3,-1,-1,-5,2,nt,0
NR3A LBD binder,-1,2,0,2,2,1,-1,2
Gli-Sufu antag,7,-3,-1,22,2,2,-4,0
EBI2 block,-9,3,0,28,3,9,-12,2
APOBEC3G inh,-4,-3,-9,-4,-7,-5,nt,0
MPTP block,-1.4,-0.9,0.0,-0.3,-1.3,1.5,-0.5,-0.7
CCR6 antagonist,-10,-4,-6,0,5,-10,18,6
CXCR6 block,4,3,-1,2,6,-7,6,2

# 3 of the compounds above, with each value named:
50: CC1Cc2ccccc2N1C(=O)c1ccc2c(c1)nnn2C (centres undefined)
  A3A deaminase: -3
  NR3A LBD binder: 2
  Gli-Sufu antag: -3
  EBI2 block: 3
  APOBEC3G inh: -3
  MPTP block: -0.9
  CCR6 antagonist: -4
  CXCR6 block: 3

51: Cc1ccc(S(=O)(=O)N2CCN(C(=O)CN3CCCSc4ccccc43)CC2)cc1
  A3A deaminase: -1
  NR3A LBD binder: 0
  Gli-Sufu antag: -1
  EBI2 block: 0
  APOBEC3G inh: -9
  MPTP block: 0.0
  CCR6 antagonist: -6
  CXCR6 block: -1

52: Clc1ccc(OCCSc2nnnn2C2CCCCC2)cc1
  A3A deaminase: -1
  NR3A LBD binder: 2
  Gli-Sufu antag: 22
  EBI2 block: 28
  APOBEC3G inh: -4
  MPTP block: -0.3
  CCR6 antagonist: 0
  CXCR6 block: 2

# Continuation:
(57) CC(C)(C)c1nnc2sc(SCC(=O)N3CCCc4ccccc43)nn2c1=O
(58) CCOc1ccc(-n2c(SCc3ccc([N+](=O)[O-])cc3)nnc2-c2ccc(OC)cc2)cc1
(59) Cc1ccccc1OCCCCCn1ccnc1
(60) O=C(COC(=O)C1CCN(S(=O)(=O)c2cc([N+](=O)[O-])ccc2Cl)CC1)Nc1ncc(Cl)cc1Cl
entry no.,57,58,59,60
A3A deaminase,-6,-3,2,51*
NR3A LBD binder,-1,-1,-2,-4
Gli-Sufu antag,11,26,21,8
EBI2 block,2,15,-7,-16
APOBEC3G inh,-9,-7,-1,21
MPTP block,1.5,0.5,1.0,0.4
CCR6 antagonist,-4,8,-8,3
CXCR6 block,-4,21,2,-16
